Compound activity from PubChem.
MmCpn inh = Inhibitors of TCP-1 ring complex (TRiC) of Methanococcus maripaludis (MmCpn): qHTS; hit rate 0.031% among 330,000; purified Mm-Cpn ATPase, ADP Transcreener TR-FRET; Potency, µM (series often up to 76.9 µM), for the others: at the highest dose activity, negative = inhibition, hits mostly inhibitors; Chaperonin Mm-Cpn (Methanococcus maripaludis); AID 504842, 2011; note: potency is the fitted concentration of half-maximal effect; % is set by controls: 0 for no effect and ±100 for the full control effect; nearly all actives have a fitted effect of over 80% in size
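ATPase turnover read by TR-FRET ADP competition (Eu cryptate antibody/ADP-d2, 665/590 nm): 10uM ATP final, 25nM Mm-CPN final, 30 min 37degC after 10-min compound preincubation, pH 7.4 Tris/KCl/MgCl2/DTT buffer.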
TGFb inhibitor = qHTS for Inhibitors of TGF-b; AID 588855, 2011; Potency, µM (top dose mostly 46.1 µM), for the others: at the highest dose activity, negative = inhibition, usual class: inhibitors; HepG2 CAGA-GFP TGF-b/SMAD3 reporter, GFP fluorescence, 18 h; TGF-beta stimulated, 500 pg/mL final; hit rate 1.2% among 410,000; note: potency is the fitted concentration of half-maximal effect; % is set by controls: 0 for no effect and ±100 for the full control effect; nearly all actives have a fitted effect of over 65% in size
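Smad-responsive CAGA-GFP expression was quantified in HEPG2 cells exposed to compounds and 500 pg/mL final TGF-beta for 18 h at 37 degrees C; unstimulated wells defined full inhibition.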
S2 tox = Viability Counterscreen for Primary qHTS for Inhibitors of ATXN expression; Potency, µM (titrated, usually from 56.7 µM), most hits filed as cytotoxic; S2 cells (HEK-293 line with an ATXN2-luciferase reporter) viability, CellTiter-Fluor protease fluorescence, 24 h; hit rate 0.49% among 400,000; note: potency is the fitted concentration of half-maximal effect; nearly all actives have a fitted effect of over 40% in size
A549 tox = Nrf2 qHTS screen for inhibitors: counterscreen for cytotoxicity; Potency, µM (doses to about 46 µM), without a hit: at the top dose activity change, negative = cytotoxicity, most hits filed as inhibitors; hit rate 0.16% among 390,000; A549 ARE-Fluc cells, CellTiter-Fluor viability, 18-24 h; note: potency is the fitted concentration of half-maximal effect; % is set by controls: 0 for no effect and ±100 for the full control effect
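A549 ARE_Fluc cells in 5% FBS OPTI-MEM were exposed to compounds in concentration-response for 18-24 h at 37 deg C. Viability was read by CellTiter-Fluor fluorescence (Ex 405/Em 525) after 30 min, before the luciferase read.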
HepG2 viability = qHTS for Inhibitors of TGF-b: Cytotox Counterscreen | HepG2 CAGA-GFP viability, ATP luminescence, 18 h | Potency, µM (highest dose often 46.1 µM), inactives show at the top dose activity change, negative = cytotoxicity, most hits filed as cytotoxic | hit rate 0.76% among 410,000 | AID 588856, 2011; note: potency is the fitted concentration of half-maximal effect; some results filed as inactive show a strong effect at the top dose
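CellTiter-Glo luminescence gave cytotoxicity after 18 hours at 37 degrees C. The cells were HepG2 CAGA-GFP in 1% FBS DMEM, stimulated with 500 pg/mL TGF-beta after compound addition. %Activity was normalised to no-cell wells (complete cell-killing) and DMSO (no toxicity), and curves were fitted and classified.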
Nrf2 activator = qHTS of Nrf2 Activators | AREc32 ARE-luciferase reporter (MCF7-derived line), luminescence, 24 h | hit rate 0.31% among 410,000 | Potency, µM (series often up to 46.1 µM), without a hit: at the top dose activation, hits mostly activators | AID 624171, 2012; note: potency is the fitted concentration of half-maximal effect; % of control where 0% means no effect; nearly all actives have a fitted effect of over 65% in size
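Each well held 1000 AREc32 cells, which were incubated with compound for 24 hr at 37 deg C after overnight attachment, and ARE reporter activity was quantified by firefly luciferase luminescence.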
Nrf2 block = Nrf2 qHTS screen for inhibitors; Potency, µM (series often up to 46 µM), for the others: at the top dose activity change, negative = inhibition, actives largely listed as inhibitors; A549 ARE-Fluc reporter, luciferase luminescence, 18-24 h; hit rate 2.1% among 360,000; AID 504444, 2011; note: potency is the fitted concentration of half-maximal effect; % is set by controls: 0 for no effect and ±100 for the full control effect; nearly all actives have a fitted effect of over 60% in size
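Nrf2 activity is the BugLite luminescence, read 15 min after reagent at room temperature, following CellTiter-Fluor cytotoxicity readout (30 min, 37C). Compound titrations were applied for 18-24 h to 5000 A549 ARE_Fluc cells/well in 5% FBS OPTI-MEM.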
Akt phos inh = HTS Assay for Inhibitors of Akt Phophorylation: Primary Screen | Neuro2A IGF-stimulated pAkt S473 HTRF, 20 min; hits give low values | activity change, % for hits at 50 µM | hit rate 0.32% among 360,000 | AID 651550, 2012; in the data active = activity change below about -80%; inconclusive = mostly about -51% to -80%; note: % is set by controls: 0 for no effect and ±100 for the full control effect
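Single-point screen (50 µM final compound) in Neuro2A cells stimulated 20 min with 6 nM IGF at 37 deg C. After lysis, Ser473-phosphorylated Akt read by HTRF (ex 330 nm, em 615/665 nm) as the 665/615 ratio.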
CCT chaperon mod = High-Throughput Screening for Modulators of Cytosolic Chaperonin Activity | AID 651819, 2012 | purified chaperonin ATPase assay, HTRF ADP detection, 30 min | hit rate 0.3% among 360,000 | activity change, % (concentration not given with the values), hits read low; in the data active = activity change below about -30%; note: % is set by controls: 0 for no effect and ±100 for the full control effect
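TRiC at 40 or 20 nM final (batch-dependent) in 30 mM Tris pH 7.4, 100 mM KCl, 5 mM MgCl2, 1 mM DTT, with compound at single 76 uM and 10 uM ATP, 30 min at 37 deg C. ADP detected by HTRF Transcreener, 665/615 ratio.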
Numbers without * were called inactive. Unless noted, calls come from the whole dose curve; as a rule, active = well fitted curve in the direction sought with a large enough effect; inconclusive = small, poorly fitted or top-dose-only effect, or another doubt; inactive = no such curve, though single readings can be large; an effect the other way counts as inactive or inconclusive. No enrichment for hits. Share with any hit: about 4.4%.

Screening CN(CC(=O)Nc1ccc(Cl)cc1)C(=O)c1cccc(S(=O)(=O)N(C)C)c1 returned MmCpn inh 1.1%, TGFb inhibitor 1.4%, S2 tox inactive, A549 tox 0.8%, HepG2 viability -17.5%, Nrf2 activator -0.8%, Nrf2 block 1.1%, Akt phos inh inactive and CCT chaperon mod -1.6.
Cc1cc(-n2c(C)cc(C(=O)COc3ccc(Cl)cc3C(N)=O)c2C)no1 was read as MmCpn inh -3.0%, TGFb inhibitor -4.2%, S2 tox inactive, A549 tox -0.2%, HepG2 viability 12.9%, Nrf2 activator -0.3%, Nrf2 block -9.0%, Akt phos inh inactive and CCT chaperon mod -0.2.
OCCC1CN(Cc2nc3ccccc3s2)CCN1C1CCCC1 (stereo unspecified) was read as MmCpn inh 1.4%, TGFb inhibitor -6.5%, S2 tox inactive, A549 tox -9.0%, HepG2 viability -26.1%, Nrf2 activator -1.1%, Nrf2 block -4.1%, Akt phos inh inactive and CCT chaperon mod 0.7.
Screening O=C(NCc1ccccc1)[C@]1(C(F)(F)F)C[C@H](CCC2CCCCC2)CCCO1 returned TGFb inhibitor -4.1%, A549 tox -0.9%, HepG2 viability -7.6% and Nrf2 block -22.8%.
COc1cccc(CN(C)CC(=O)Nc2ccccc2C(=O)Nc2ccccc2)c1OC was read as MmCpn inh -4.0%, TGFb inhibitor -19.5%, S2 tox inconclusive, A549 tox inconclusive, HepG2 viability 16.8%, Nrf2 activator 2.5%, Nrf2 block 23.1µM*, Akt phos inh inactive and CCT chaperon mod -5.1.
Screening CC(=O)Nc1ccccc1-c1nc2cc(C#N)c(C#N)cc2[nH]c1=O returned MmCpn inh 1.5%, TGFb inhibitor inconclusive, S2 tox inactive, A549 tox -5.9%, HepG2 viability -42.0%, Nrf2 activator 4.5%, Nrf2 block 8.2%, Akt phos inh inactive and CCT chaperon mod -0.9.
Screening Cc1nn(C)c(N)c1-c1ccccc1 returned MmCpn inh 2.8%, TGFb inhibitor 22.1%, S2 tox inactive, A549 tox 2.4%, HepG2 viability 1.6%, Nrf2 activator 0.3%, Nrf2 block -3.3%, Akt phos inh inactive and CCT chaperon mod 1.5.
CCCNC(=O)C1(C)CCN(C(=O)c2cccnc2Oc2ccccc2)C1 (stereo unspecified) was read as TGFb inhibitor 5.3%, S2 tox inactive, HepG2 viability -0.9%, Nrf2 activator -0.8%, Akt phos inh inactive and CCT chaperon mod -4.3.
Screening CCOC(=O)N1C(=O)NC(=O)C1c1ccc(OC)cc1 (stereo unspecified) returned TGFb inhibitor 1.7%, S2 tox inactive, A549 tox 1.7%, HepG2 viability 20.2%, Nrf2 activator -0.1%, Nrf2 block -8.1%, Akt phos inh inactive and CCT chaperon mod -3.1.
For CCCCS(=O)(=O)N1CCCC(C(=O)Nc2ccc3c(c2)CCC3)C1 (stereo unspecified) the results were MmCpn inh -3.1%, TGFb inhibitor -3.6%, S2 tox inactive, A549 tox 0.8%, HepG2 viability -0.6%, Nrf2 activator 3.7%, Nrf2 block inconclusive, Akt phos inh inactive and CCT chaperon mod -0.1.
For CCNC(=S)N(CCc1c(C)[nH]c2ccc(C)cc12)Cc1cc(OC)c(OC)c(OC)c1 the results were MmCpn inh -2.7%, TGFb inhibitor 0.3%, S2 tox inactive, A549 tox -29.6%, HepG2 viability 1.6%, Nrf2 activator 2.5%, Nrf2 block 18.4µM*, Akt phos inh inactive and CCT chaperon mod -2.8.
`Cc1ccc(C(=O)CSc2nnc(C3CC3)n2C2CC2)s1` gave MmCpn inh 0.4%, TGFb inhibitor 6.9%, A549 tox 0.0%, HepG2 viability -9.0%, Nrf2 activator 3.1%, Nrf2 block -11.8%, Akt phos inh inactive and CCT chaperon mod 0.8.

Looked up by compound from the entries so far:
COc1cccc(CN(C)CC(=O)Nc2ccccc2C(=O)Nc2ccccc2)c1OC was read as MmCpn inh -4.0%, TGFb inhibitor -19.5%, S2 tox inconclusive, A549 tox inconclusive, HepG2 viability 16.8%, Nrf2 activator 2.5%, Nrf2 block 23.1µM*, Akt phos inh inactive and CCT chaperon mod -5.1.
Screening O=C(NCc1ccccc1)[C@]1(C(F)(F)F)C[C@H](CCC2CCCCC2)CCCO1 returned TGFb inhibitor -4.1%, A549 tox -0.9%, HepG2 viability -7.6% and Nrf2 block -22.8%.

Other structures:
`Cc1nnc(NC(=O)CC(NC(=O)C(F)(F)F)c2ccccc2)s1` (stereo unspecified) gave MmCpn inh 0.8%, TGFb inhibitor -6.7%, S2 tox inactive, A549 tox 10.9%, HepG2 viability 1.2%, Nrf2 activator 0.5%, Nrf2 block 28.6%, Akt phos inh inactive and CCT chaperon mod 0.6.
Screening Cc1ccccc1Nc1nc(N)c(C(=O)c2ccccc2Cl)s1 returned A549 tox 4.7%, HepG2 viability -40.1%, Nrf2 activator -2.4% and Nrf2 block inconclusive.
CC(C)C[C@H](NC(=O)[C@@H]1Cc2c([nH]c3ccccc23)C2c3ccccc3C(=O)N21)C(=O)N1CCC[C@@H]1C(=O)O (stereo partly specified) was read as MmCpn inh 0.7%, TGFb inhibitor 5.6%, S2 tox inactive, A549 tox 9.3%, HepG2 viability -0.6%, Nrf2 activator 4.0%, Nrf2 block 9.1%, Akt phos inh inactive and CCT chaperon mod -0.5.
For O=c1nc(SCc2ccc(Cl)cc2)nc(-c2ccccc2)[nH]1 the results were MmCpn inh 1.3%, TGFb inhibitor -4.3%, S2 tox inactive, A549 tox -10.1%, HepG2 viability -20.2%, Nrf2 activator -0.5%, Nrf2 block -29.8%, Akt phos inh inactive and CCT chaperon mod -4.6.
For CCCCOC(=O)Nc1sc2c(c1C(=O)OC)CCC2 the results were MmCpn inh 0.6%, TGFb inhibitor 3.3%, S2 tox inactive, A549 tox -0.5%, HepG2 viability -14.7%, Nrf2 activator 0.4%, Nrf2 block 10.2%, Akt phos inh inactive and CCT chaperon mod -1.0.
COCCN(C(=O)CCC(=O)Nc1ccccn1)C(C(=O)NCCC(C)C)c1ccc(F)cc1 (stereo unspecified) was read as MmCpn inh 0.1%, TGFb inhibitor 11.8%, S2 tox inactive, A549 tox -20.5%, HepG2 viability 0.9%, Nrf2 activator -0.1%, Nrf2 block -12.9%, Akt phos inh inactive and CCT chaperon mod -1.4.
`O=C(CSc1ccccc1)NCc1ccc2c(c1)CCN2C(=O)c1ccc(Cl)cc1` gave TGFb inhibitor 0.8%, A549 tox -16.6%, HepG2 viability -12.4% and Nrf2 activator 5.2%.
Screening CC(/C=N/NC(=O)c1ccccc1F)=C\c1ccccc1 returned MmCpn inh -3.6%, TGFb inhibitor 1.8%, S2 tox inactive, A549 tox 4.9%, HepG2 viability -0.5%, Nrf2 activator 0.0%, Nrf2 block inconclusive, Akt phos inh inactive and CCT chaperon mod -2.3.
c1ccc2c(c1)CCCN2Cc1nnnn1C1CCCC1 was read as MmCpn inh -0.2%, TGFb inhibitor inconclusive, S2 tox inactive, A549 tox -4.4%, HepG2 viability -16.4%, Nrf2 activator 3.3%, Nrf2 block 5.5%, Akt phos inh inactive and CCT chaperon mod -1.0.
`Clc1ccc(-c2noc3ncnc(NC4CCCCC4)c23)cc1` gave TGFb inhibitor inconclusive, S2 tox inactive, A549 tox 1.4%, HepG2 viability -15.9%, Nrf2 activator -0.2% and Nrf2 block 1.2%.
`N#CC(C#N)C(c1ccsc1)c1c(-c2ccccc2)[nH][nH]c1=O` (stereo unspecified) gave MmCpn inh 0.7%, TGFb inhibitor 0.0%, S2 tox inactive, A549 tox 0.1%, HepG2 viability 6.1%, Nrf2 activator inconclusive, Nrf2 block -1.0%, Akt phos inh -107.9%* and CCT chaperon mod -0.3.
Screening CN(C)c1ccc(CNC(=O)c2ccc3nc(CCc4ccccc4)oc3c2)cc1 returned TGFb inhibitor 10.7%, A549 tox 3.8%, HepG2 viability -1.1% and Nrf2 activator 0.4%.
COc1ccc(OC)c(NC(=O)[C@H]2CC=CC[C@H]2C(=O)O)c1 was read as MmCpn inh 2.1%, TGFb inhibitor 1.9%, S2 tox inconclusive, A549 tox 5.1%, HepG2 viability 1.2%, Nrf2 activator -0.2%, Nrf2 block 4.3%, Akt phos inh inactive and CCT chaperon mod -3.5.
For CC(C)(C)c1ccc(OCCSc2nc(-c3cccs3)nc3cc(=O)[nH]n23)cc1 the results were TGFb inhibitor -6.8%, S2 tox inactive, A549 tox -4.6%, HepG2 viability -4.4%, Nrf2 activator 4.1% and Nrf2 block -22.2%.
COc1ccc(Cl)cc1NC(=S)NC1CCCC1 was read as MmCpn inh 0.8%, TGFb inhibitor -24.7%, S2 tox inactive, A549 tox 10.3%, HepG2 viability -18.2%, Nrf2 activator -0.8%, Nrf2 block -6.7%, Akt phos inh inactive and CCT chaperon mod -1.3.
`COc1ccc(Nc2nc(S(=O)(=O)c3ccc(C)cc3)c(Cl)s2)cc1` gave MmCpn inh 1.5%, TGFb inhibitor 11.2µM*, S2 tox inactive, A549 tox -0.8%, HepG2 viability -30.3%, Nrf2 activator 0.3%, Nrf2 block inconclusive, Akt phos inh inactive and CCT chaperon mod 1.2.
`CN(CC(=O)Nc1ccc(Cl)c(C(F)(F)F)c1)Cc1cc(=O)n2ccsc2n1` gave MmCpn inh 1.0%, TGFb inhibitor 4.6%, S2 tox inactive, A549 tox 2.1%, HepG2 viability -8.3%, Nrf2 activator 2.5%, Nrf2 block -12.3%, Akt phos inh inactive and CCT chaperon mod 0.4.
COc1ccc(C)cc1NC(=O)c1cc2c(=O)n3cccc(C)c3nc2s1 was read as TGFb inhibitor -5.5%, S2 tox inactive, A549 tox 2.0%, HepG2 viability -14.0%, Nrf2 activator -0.1% and Nrf2 block 5.5%.
